# From PubChem
# All columns: NCI-60 one-dose screen, growth in % after 48 h at 10 µM unless noted; 100 = growth as untreated, 0 = no growth, -100 = all killed.
# SR = SR leukemia cells | actives 8.7% (n = 73,000) | AID 1794780
# MOLT-4 = MOLT-4 leukemia cells; actives 6.9% (n = 80,000); AID 1794779
# MDA-MB-468 = MDA-MB-468 breast cancer; AID 2202374; actives 8.5% (n = 78,000)
# MDA-MB-435 = MDA-MB-435 melanoma | actives 7.8% (n = 82,000)
# K-562 = K-562 leukemia; AID 1794777; actives 7.4% (n = 78,000)
# RPMI-8226 = RPMI-8226 leukemia cells; AID 1794781; actives 7.5% (n = 77,000)
# MDA-MB-231 = MDA-MB-231 breast cancer; actives 5% (n = 81,000); AID 1794789
# MCF7 = MCF7 breast cancer | actives 6.3% (n = 82,000) | AID 1794796
# * hit, by the source's call; x = no result given; & = joins results of further samples. The calls were made as follows: active = growth percent below 10; inactive = the rest.
SMILES,SR,MOLT-4,MDA-MB-468,MDA-MB-435,K-562,RPMI-8226,MDA-MB-231,MCF7
Cc1ccc(C(CC(=O)O)c2c(C)n(-c3ccccc3)[nH]c2=O)cc1 (stereo not given),103,100,105,x,88,x,101,98
CC1c2ccccc2-c2ccccc21,92,98,110,114,103,90,104,104
COc1ccc(C2C3Cc4cc(OC)c(OC)cc4C3=NN2C(=O)Nc2c(C)cccc2C)cc1 (stereo not given),83,85,98,99,92,83,103,95
Clc1ccc(/C=C/c2cc(/C=C/c3c(Cl)cccc3Cl)nc3ccccc23)cc1,88,102,104,97,93,86,x,73
Cn1cc(-c2ccc3cc(-c4ccc(CC(=O)Nc5cc(C(C)(C)C)nn5C)cc4)cnc3c2)cn1,x,13,-6.2*,5.6*,14,3.3*,-15*,13
O=C(COc1ccc(Cl)cc1)OCCCl,93,104,105,103,116,92,111,86
NC(=O)c1c(NC(=S)Nc2ccc(OC(F)(F)F)cc2)sc2c1CCC1(C2)OCCO1,92,87,95,82,95,93,99,90
O=C1NCC(c2cc3ccccc3[nH]c2=O)Nc2ccccc21 (stereo not given),100,111,98,107,90,106,98,103
CCC1(c2ccccc2)C(=O)Nc2ccc(C(F)(F)F)cc21 (stereo not given),82,72,112,98,x,84,103,88
COc1cc2[nH]c(=O)c3c4ncccc4cn3c2cc1OC,26,39,83,89,76,84,71,58
O=c1[nH]c(-c2cccc(F)c2)cc2cc(F)ccc12,23,22,33,-25*,14,22,50,14
N#Cc1c(-c2ccc(Cl)cc2)nc2c(N=Nc3ccc(S(N)(=O)=O)cc3)c(N)nn2c1N,86,18,44,89,72,42,48,49
CNC(=S)Sc1ccc([N+](=O)[O-])cc1[N+](=O)[O-],17,44,36,30,7.7*,14,51,32
CC(C)(C)c1ccc(C(=O)n2c(=S)oc3ccc(Cl)cc32)cc1,90,98,98,106,93,90,103,99
O=C1C=C(C(O)c2ccccc2)C(=O)c2ccccc21 (stereo not given),69,55,100,92,67,x,87,67
Nc1cccc(C(=O)Nc2ccc3c(O)c(N=Nc4ccc(N=Nc5ccc(S(=O)(=O)O)cc5)cc4)c(S(=O)(=O)O)cc3c2)c1,77,85,113,105,76,98,103,97
COc1ccc(/C=c2/nc3n(-c4ccccc4)c4n(n-3c2=O)N(N)/C(=N/N)NN=4)cc1,129,112,107,108,124,116,109,97
COC(=O)c1ccc(NC(=O)CSc2nc(-c3ccc(F)cc3)nc3ccccc23)cc1,78,89,80,68,81,45,58,61
CC(C)CCC[C@@H](C)[C@H]1CC[C@H]2[C@@H]3C[C@@H]4O[C@@]45C[C@@H](O)CC[C@]5(C)[C@H]3CC[C@]12C,94,103,88,108,91,99,82,99
CC1(C)CC[C@]2(C(=O)Nc3ccccn3)CC[C@]3(C)C(=CC[C@@H]4[C@@]5(C)C/C(=C/c6ccncc6)C(=O)C(C)(C)[C@@H]5CC[C@]43C)[C@@H]2C1,8.3*,12,19,15,11,-0.3*,49,22
NC(=O)CC(NC(=O)COc1ccc(Cl)cc1Cl)C(=O)O (stereo not given),115,104,108,107,103,117,105,102
COc1ccc(C(=O)/C=C/c2ccccc2Cl)cc1S(N)(=O)=O,x,x,109,117,x,120,92,96
CC(O)c1ccccc1Br (stereo not given),113,104,100,119,110,118,100,104
CC1(c2ccc(Br)cc2)NC(=O)NC1=O (stereo not given),x,x,110,113,x,113,105,101
CC1CCc2c(sc3nc(SCC(=O)N/N=C/c4ccc(Cl)cc4)n(-c4ccccc4)c(=O)c23)C1 (stereo not given),96,110,86,101,100,101,90,91
CC1(C)CCc2cc(-c3ccn(S(=O)(=O)c4cccc(C(F)(F)F)c4)n3)ccc2O1,67,66,67,97,63,69,95,88
CC(=O)OC(C)C(=O)NCC(C)O (stereo not given),88,98,105,111,98,x,124,97
COC(=O)C(C)C1Sc2ccccc2NC1=O (stereo not given),108,97,122,103,104,102,108,101
CCN(CC)CCOc1ccccc1/C=C/c1noc2ccccc12,77,78,x,91,72,72,68,60
CC(C)=CCC1=CC(=O)c2ccccc2C1=O,x,66,53,123,80,63,84,78
CN(C)CCCN1c2ccccc2Sc2ccc(C(F)(F)F)cc21,-42*,6.9*,-77*,-39*,-46*,22,4.0*,-40*
Cc1ccc(NC(=O)N/N=C/c2cc3ccccc3n3nnnc23)cc1,82,83,84,99,86,94,79,92
COc1cc(C2CC(c3ccc(C)cc3)=NN2C(C)=O)ccc1Oc1ccnc2cc(Cl)ccc12 (stereo not given),35,87,79,100,93,84,36,74
c1cnc2[nH]c3cc4c(cc3c2c1)OCO4,109,102,97,101,116,72,93,90
O=c1c2cnn(-c3ccccc3)c2nc2n1NC(CCl)=NN2,91,97,107,107,88,109,108,100
NNC(=O)CC1=NNC(=O)C1,95,94,123,95,99,x,94,99
CCOP(=O)(OCC)/C(C#N)=C/c1cccc([N+](=O)[O-])c1,x,101,109,107,97,106,113,101
COc1ccc(-c2ccc(/C=N/NC(=O)c3[nH]c4ccc(Br)cc4c3-c3ccccc3)o2)cc1,x,21,-2.9*,-45*,11,19,53,10
C/C=C(/C)C(=O)O[C@@H]1CC(C)(C)CC2C3=CCC4[C@@]5(C)CC/C(=N\O)C(C)(C)C5CC[C@@]4(C)[C@]3(C)CC[C@]21C(=O)O (stereo not given in full),96,56,74,80,53,43,84,76
CCOC(=O)CC(C(=O)OCC)P(c1ccccc1)c1ccccc1 (stereo not given),94,101,98,101,97,93,88,102
O=C(N=C1SCCN1C(=O)c1ccc(Cl)cc1)c1ccc(Cl)cc1,96,75,x,93,73,75,110,81
Cc1csc(Nc2nc(-c3ccc(Cl)cc3)nc(C(Cl)(Cl)Cl)n2)n1,57,84,9.5*,89,87,77,80,59
O=C(Cc1ccc(C(O)CC(=O)c2ccccc2O)cc1)Nc1ccccc1 (stereo not given),84,79,71,89,82,69,104,87
N#CC1=C(c2ccc(Br)cc2)NC(SCC(=O)c2ccc(Br)cc2)NC1=O (stereo not given),101,92,113,103,91,107,105,101
O=S(=O)(c1ccccc1)N1CC2CC(Br)C(Br)CC21 (stereo not given),93,96,83,108,96,104,114,98
COc1cccc(-c2nc3sccn3c2-c2ccnc(NCCNS(=O)(=O)c3ccc(F)cc3)c2)c1,x,8.0*,19,23,13,-14*,56,19
COc1cc(C2C=C(c3ccc(N)cc3)N=C3SC=CN32)cc(OC)c1OC (stereo not given),x,85,93,103,83,59,98,77
COc1cc(/C=N/NC(=O)c2ccccc2Nc2ccnc(C(F)(F)F)c2)ccc1O,-48*,-90*,81,106,90,91,112,87
CN(C[C@H]1Cc2c(cccc2N2CCN(Cc3ccccn3)CC2)CN1)[C@H]1CCCc2cccnc21,x,41,63,70,10.0*,64,70,44
CCCC(=O)Nn1c(N)cc2cc(Br)ccc2c1=O,98,107,101,103,104,100,105,90
N#CC1C=CN(CC(N)=O)c2ccc3cccnc3c21 (stereo not given),85,98,96,102,95,90,96,86
COc1ccccc1-c1cn2ccnc2c(-c2ccccc2O)n1,51,59,40,81,64,63,56,56
N#Cc1c(Cl)nc(SCc2ccc([N+](=O)[O-])cc2)nc1-c1ccc(F)cc1,x,71,113,102,57,75,96,87
CC(=O)OC[C@H]1OC(Sc2sc(C(=O)c3ccc(C)cc3)c(N)c2-c2nc3ccccc3s2)[C@H](OC(C)=O)[C@@H](OC(C)=O)[C@H]1OC(C)=O (stereo not given in full),x,70,78,86,91,61,73,100
O=C(Nc1ccc(CN2CCc3nc4cc(O)c(O)cc4cc32)cc1)Nc1ccc(F)cc1F,84,80,105,105,88,98,88,96
Cc1ccc(N=Nc2ccc(C)cc2NC(=O)Nc2ccccc2F)cc1,75,87,50,91,98,78,89,68
NC(=O)N/N=C/c1ccc(O)cc1,87,91,105,113,95,97,x,101
Cn1cc(C(=O)c2nc(-c3c[nH]c4ccc(F)cc34)no2)c2cc(Br)ccc21,88,92,114,99,93,99,90,91
CC1(C)OCC(CCCOCc2ccccc2)O1 (stereo not given),117,106,109,112,109,103,114,100
COc1cc(/C=N/n2cnc3oc(-c4ccccc4)cc3c2=N)cc(CN2CCCC2)c1O,27,6.5*,82,97,0.0*,-42*,-70*,-79*

# Only MDA-MB-468, for 3 of the compounds above:
mol | MDA-MB-468
N#CC1C=CN(CC(N)=O)c2ccc3cccnc3c21 (stereo not given) | 96
COc1ccccc1-c1cn2ccnc2c(-c2ccccc2O)n1 | 40
N#Cc1c(Cl)nc(SCc2ccc([N+](=O)[O-])cc2)nc1-c1ccc(F)cc1 | 113

# Some values from the entries so far.
# `COc1cc(/C=N/NC(=O)c2ccccc2Nc2ccnc(C(F)(F)F)c2)ccc1O` in MDA-MB-435 shows 106
# `COc1cc(/C=N/n2cnc3oc(-c4ccccc4)cc3c2=N)cc(CN2CCCC2)c1O` in MDA-MB-468 shows 82
# `NC(=O)N/N=C/c1ccc(O)cc1` in SR shows 87
# `O=C(Cc1ccc(C(O)CC(=O)c2ccccc2O)cc1)Nc1ccccc1` (stereo not given) in SR shows 84

# Other structures follow.
SMILES,SR,MOLT-4,MDA-MB-468,MDA-MB-435,K-562,RPMI-8226,MDA-MB-231,MCF7
CCCCCCCCCCSCC(N)C(=O)O (stereo not given),115,109,113,97,105,102,107,98
COc1nc2ccc(C)cc2cc1/C=[N+](\[O-])c1ccccc1,40,83,79,97,34,69,78,59
Cc1ccc(NC(=S)NNC(=O)c2cn3c4c(c(N5CCN(C)CC5)c(F)cc4c2=O)OCC3C)cc1 (stereo not given),82,101,100,102,94,98,101,92
CCCCCCN(CCCCCC)CC(=O)c1ccc2cc(Br)c3ccccc3c2c1,96,98,95,102,105,100,86,93
O=C(CC(c1ccccc1)N1CCOCC1)c1ccccc1 (stereo not given),-33*,82,73,90,28,5.1*,99,32
O=C(NC(=S)N1CCCC1)c1ccccc1,x,89,117,110,110,95,105,103
O=C(CCCCN1CCOCC1)Nc1ccc(Cn2nnc3c2C(=O)c2nnn(Cc4ccc(NC(=O)CCCCN5CCOCC5)cc4)c2C3=O)cc1,-22*,-37*,-77*,-77*,6.2*,-18*,-1.5*,-52*
CCOC(=O)/C=C/c1ccc(OC(C)=O)cc1,94,81,108,110,103,94,110,103
CCN1CCN(C(=O)[C@]23CC[C@@H](C)[C@H](C)[C@H]2C2=CC[C@@H]4[C@@]5(C)C/C(=C/c6ccc(C(F)(F)F)cc6)C(=O)C(C)(C)[C@@H]5CC[C@@]4(C)[C@]2(C)CC3)CC1,78,85,100,100,87,88,99,86
O=c1n(Cc2ccc3ccccc3c2)c2ccccc2n1Cc1ccc2ccccc2c1,93,89,82,96,96,85,70,92
Cc1nc(NN)c([N+](=O)[O-])c(NN)n1,73,90,122,104,94,82,107,99
N#CC(=Nc1ccccc1)c1ccccc1,99,113,112,119,107,x,105,106
C#Cc1nc(Nc2cc(C)[nH]n2)c2ccccc2n1,3.8*,-20*,-23*,-75*,2.6*,-16*,-56*,-26*
CC(C)(C)C(=O)Nc1cc(NC(=O)C(C)(C)C)cc(C(=O)Nc2ccccc2)c1,89,101,100,102,97,100,114,94
OCC1CC2CCC1C2 (stereo not given),95&86,99&87,94&112,100&98,98&90,98&90,103&96,105

# Compounds from the list above with an aryl thioether with sulfur outside any ring:
SMILES,SR,MOLT-4,MDA-MB-468,MDA-MB-435,K-562,RPMI-8226,MDA-MB-231,MCF7
COC(=O)c1ccc(NC(=O)CSc2nc(-c3ccc(F)cc3)nc3ccccc23)cc1,78,89,80,68,81,45,58,61
CC1CCc2c(sc3nc(SCC(=O)N/N=C/c4ccc(Cl)cc4)n(-c4ccccc4)c(=O)c23)C1 (stereo not given),96,110,86,101,100,101,90,91
N#Cc1c(Cl)nc(SCc2ccc([N+](=O)[O-])cc2)nc1-c1ccc(F)cc1,x,71,113,102,57,75,96,87
CC(=O)OC[C@H]1OC(Sc2sc(C(=O)c3ccc(C)cc3)c(N)c2-c2nc3ccccc3s2)[C@H](OC(C)=O)[C@@H](OC(C)=O)[C@H]1OC(C)=O (stereo not given in full),x,70,78,86,91,61,73,100

# Reformatted with two lines to a compound: 4 of the compounds above
# Every second line gives: SR | MOLT-4 | MDA-MB-468 | MDA-MB-435 | K-562 | RPMI-8226 | MDA-MB-231 | MCF7
O=C(CCCCN1CCOCC1)Nc1ccc(Cn2nnc3c2C(=O)c2nnn(Cc4ccc(NC(=O)CCCCN5CCOCC5)cc4)c2C3=O)cc1
 : -22* | -37* | -77* | -77* | 6.2* | -18* | -1.5* | -52*
CCOC(=O)/C=C/c1ccc(OC(C)=O)cc1
 : 94 | 81 | 108 | 110 | 103 | 94 | 110 | 103
CCN1CCN(C(=O)[C@]23CC[C@@H](C)[C@H](C)[C@H]2C2=CC[C@@H]4[C@@]5(C)C/C(=C/c6ccc(C(F)(F)F)cc6)C(=O)C(C)(C)[C@@H]5CC[C@@]4(C)[C@]2(C)CC3)CC1
 : 78 | 85 | 100 | 100 | 87 | 88 | 99 | 86
O=c1n(Cc2ccc3ccccc3c2)c2ccccc2n1Cc1ccc2ccccc2c1
 : 93 | 89 | 82 | 96 | 96 | 85 | 70 | 92
